# Compound activity: PubChem BioAssay, The Scripps Research Institute Molecular Screening Center
# CHRM4 antagonist = antagonists of human muscarinic M4 receptor (CHRM4) | P08173 | CHO-hM4 cells, ACh EC80, Fluo-8 calcium fluorescence | inhibition, % at 3 µM | actives 0.73% (n = 360,000) | AID 624125;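 active means inhibition above its plate's cutoff, the mean inhibition of sample wells plus 3 SD, cut at about 27% in these data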;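 further: 0% = acetylcholine EC80 with DMSO and 100% = DMSO without agonist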
# Target sequence (P08173 whole entry, looked up): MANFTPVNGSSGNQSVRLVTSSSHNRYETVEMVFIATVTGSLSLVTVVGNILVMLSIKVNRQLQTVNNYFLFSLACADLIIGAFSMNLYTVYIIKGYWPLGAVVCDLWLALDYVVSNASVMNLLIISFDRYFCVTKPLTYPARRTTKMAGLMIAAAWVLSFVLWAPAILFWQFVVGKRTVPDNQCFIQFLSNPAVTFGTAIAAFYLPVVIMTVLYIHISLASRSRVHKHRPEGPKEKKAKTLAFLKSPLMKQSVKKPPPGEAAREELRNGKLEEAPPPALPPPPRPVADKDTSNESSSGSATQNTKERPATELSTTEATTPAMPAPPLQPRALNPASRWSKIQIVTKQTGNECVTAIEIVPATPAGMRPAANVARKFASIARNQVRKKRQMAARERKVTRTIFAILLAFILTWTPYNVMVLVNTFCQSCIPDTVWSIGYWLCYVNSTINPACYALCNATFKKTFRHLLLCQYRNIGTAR
# M1 ag parental = M1 agonist counterscreen hit in parental CHO-K1 cells; activation, % at 3 µM; Fluo-8 calcium fluorescence; scaled to maximal ATP response, vehicle zero; actives 0.48% (n = 360,000); in the data active means activation above about 15%;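 further: untransfected CHO-K1 host cells lacking M1 receptor as counterscreen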
# M4 ag = CHRM4 agonism in calcium assay | actives 0.14% (n = 360,000) | CHO-K1 hM4/Gqi5, Fluo-8 calcium fluorescence; vehicle 0%, full acetylcholine response 100% | AID 624127 | activation, % at 3 µM | P08173;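 active means activation above the run mean over all test wells plus 3 SD, cut at about 32% in these data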;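 further: peak over basal fluorescence ratio per well then scaled between controls; 0% = DMSO wells and 100% = acetylcholine at EC100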
# M1 PAM parental = nonselective activator or artifact in parental CHO-K1 calcium assay. ATP EC20, Fluo-8 calcium fluorescence; 0% at ATP EC20, 100% at ATP max. actives 0.02% (n = 360,000). activation, % at 3 µM. AID 602247;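 active means activation above the run cutoff, the mean activation of all test compounds plus 3 SD, cut at about 40% in these data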;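 further: peak over basal fluorescence ratio in a 140 s read after ATP addition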
# CHO-K1 Ca antag = nonselective inhibitor or artifact in parental CHO-K1 cells | inhibition, % at 3 µM | AID 602250 | ATP-induced calcium, Fluo-8 fluorescence | actives 0.6% (n = 360,000);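 active means inhibition above a per-plate cutoff, the plate's mean sample inhibition plus 3 SD, cut at about 24% in these data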;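 further: 0% = DMSO plus EC80 ATP and 100% = DMSO alone without ATP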
# CHRM5 agonist = CHRM5 agonism in calcium assay. P08912. CHO-K1 hM5 cells, Fluo-8 calcium fluorescence; 0% DMSO wells, 100% maximal acetylcholine response. activation, % at 3 µM. actives 0.19% (n = 360,000). AID 624037;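 active means activation above the run's mean over test compounds plus 3 SD, cut at about 23% in these data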;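 further: signal is peak over basal fluorescence ratio across the kinetic read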
# Target sequence (P08912 whole entry, looked up): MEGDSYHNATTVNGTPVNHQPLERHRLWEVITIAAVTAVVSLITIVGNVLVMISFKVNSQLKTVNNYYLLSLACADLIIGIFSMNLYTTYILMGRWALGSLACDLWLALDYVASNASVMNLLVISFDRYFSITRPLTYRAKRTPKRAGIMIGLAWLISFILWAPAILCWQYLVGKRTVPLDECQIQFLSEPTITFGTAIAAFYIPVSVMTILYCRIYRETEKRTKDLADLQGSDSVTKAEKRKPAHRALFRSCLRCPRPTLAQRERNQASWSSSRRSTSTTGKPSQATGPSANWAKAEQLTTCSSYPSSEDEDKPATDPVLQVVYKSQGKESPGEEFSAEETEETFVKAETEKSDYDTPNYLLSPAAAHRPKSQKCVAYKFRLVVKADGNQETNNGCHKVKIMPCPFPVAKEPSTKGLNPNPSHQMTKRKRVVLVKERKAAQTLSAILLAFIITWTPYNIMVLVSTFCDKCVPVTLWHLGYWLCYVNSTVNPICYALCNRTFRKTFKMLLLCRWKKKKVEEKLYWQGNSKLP
# CHRM4 PAM = CHRM4 positive allosteric modulation; actives 0.4% (n = 360,000); activation, % at 3 µM; P08173; CHO-K1 hM4/Gqi5, Fluo-8 calcium fluorescence, ACh EC20; 0% = ACh EC20, 100% = maximal ACh; AID 624126;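 active means activation above its plate's cutoff, the mean activation of sample wells plus 3 SD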; further: some results filed as inactive read as strong as hits
# CHRM5 PAM = potentiates acetylcholine response at human M5 receptor | P08912 | CHO-K1 hM5, Fluo-8 calcium, ACh EC20 PAM; 0% = ACh EC20, 100% = ACh EC100 | activation, % at 3 µM | actives 0.3% (n = 360,000);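 active means activation above the run cutoff, the mean activation of all test compounds plus 3 SD, cut at about 18% in these data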
#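 System: CHO-K1 cell line with stable human muscarinic M5 receptor expression | Also added: EC20 acetylcholine as agonist stimulus | Compound: One concentration, 3 µM final (nominal) | Timing: Fluo-8 loading 80 min at 37 °C plus 30 min room temperature | Measured by: Fluo-8 calcium dye fluorescence, kinetic read | Read-out basis: % activation, ACh-normalized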
# M5 antag = CHRM5 antagonism in calcium assay. CHO-hM5 cells, Fluo-8 calcium fluorescence, ACh EC80. inhibition, % at 3 µM. actives 0.59% (n = 360,000). AID 624040;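 active means inhibition above a per-plate cutoff, the mean of that plate's test compounds plus 3 SD, cut at about 27% in these data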;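 further: 0% = acetylcholine EC80 with DMSO and 100% = DMSO without agonist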
# Active calls of the source: *.
SMILES,CHRM4 antagonist,M1 ag parental,M4 ag,M1 PAM parental,CHO-K1 Ca antag,CHRM5 agonist,CHRM4 PAM,CHRM5 PAM,M5 antag
Cc1ccccc1NC(=O)CC(=O)Nc1ccccc1C,2,1.0,-1,7,-8,-4,-5,-7,9
CCN(CCCn1c(SCC#N)nc2ccccc2c1=O)c1ccccc1,5,0.5,2,8,1,-5,-16,-15,17
Cc1cccc(C)c1NC(=O)/C(C#N)=C/c1cccs1,1,0.2,1,-5,14,-1,-1,-8,8
CSc1nc2ccc(NC(=O)C3=NN(c4ccccc4)C(=O)CC3)cc2s1,-8,0.7,1,10,-15,-5,-3,-4,6
COc1ccc(NC(=O)CN(C)C(=O)CN2C(=O)NC3(CCCC3)C2=O)cc1,-6,0.9,0,0,-6,4,8,-2,2
Cc1cccc(C2=NN(c3ccc(Br)cc3)[C@@H](C(=O)N3CCOC3=O)[C@@H]2C)c1,-5,-0.3,-1,-7,-11,-1,-6,-7,1
O=C(Cn1c(=O)n(CCCCC(=O)NC2CCCC2)c(=O)c2ccccc21)NCCC1=CCCCC1,-8,-0.1,0,3,-7,-5,2,-3,3
Cc1ccc(S(=O)(=O)N2CCN(C(=O)CSc3nc(N)cc(=O)[nH]3)CC2)c(C)c1,-3,2.7,2,16,-12,-2,2,0,-3
O=C(O)c1cc(-c2cccs2)nc2cc3c(cc12)OCCO3,-16,-0.1,0,15,-5,2,2,-3,0
Cn1c(C(=O)NCCc2ccsc2)cc2c(=O)n(C)c3ccccc3c21,-5,4.8,18,10,-2,3,-7,-11,2
O=C(c1ccco1)N1CCN(S(=O)(=O)Cc2ccccc2Cl)CC1,-2,-0.3,2,-4,4,3,3,7,-3
Cc1ccc(C(=O)NNC(=O)c2ccc(C)cc2)cc1,-12,0.0,2,-8,9,-1,7,0,7
N#Cc1ccc(C(=O)OCC(=O)NC(=O)NC2CCCCC2)cc1,4,0.5,1,1,-10,0,2,-3,10
COc1cccc2[nH]c3c(=O)n(CCCN4CCOCC4)cnc3c12,12,0.5,1,-10,-6,-1,16,9,10
O=C(COC(=O)CNS(=O)(=O)c1ccc(Br)cc1Cl)Nc1ccc(N2CCOCC2)cc1,-3,1.6,5,-8,-17,3,-1,-12,6
C/C(=N\NC(=O)c1nn(C)c(C)c1Br)c1ccc(NC(=O)c2ccc(C)s2)cc1,-2,0.2,1,16,-2,-3,4,0,-4
Cc1cccc(N(C(=O)c2ccco2)C(C(=O)NC2CCCC2)c2ccco2)c1C (configuration not stated),1,-1.1,4,-20,10,-1,-2,3,9
CCOc1ccc(NC(=O)C(C)Oc2ccc(C#N)cc2)cc1S(=O)(=O)N1CCCC1 (configuration not stated),15,4.0,6,3,-9,9,-1,-10,12
CCOC(=O)c1ccc(NCCc2ccc(OC)c(OC)c2)c(N)c1,-6,3.5,9,15,-3,-6,-10,-9,2
CCn1c(SCc2ccccc2)nnc1-c1cccnc1,-1,-0.1,1,1,3,1,2,-1,-3
C=CCOc1ccccc1OCC(O)CNC(C)C (configuration not stated),-1,0.4,0,12,-2,0,-2,-3,1
Cc1ccc(S(=O)(=O)C(C#N)c2nc3ccccc3nc2N2CCC(C)CC2)cc1 (configuration not stated),2,-0.3,1,1,13,-1,-10,-5,3
O=C(O)c1cc(S(=O)(=O)Nc2ccccc2Cc2ccccc2)ccc1Cl,8,-0.2,0,-11,-11,-2,-2,-1,5
O=C1CS(=O)(=O)N(Cc2cccc(F)c2)c2ccc(Br)cc21,-3,1.0,1,8,-13,1,8,-5,13
Cc1nc(COc2ccc(C(=O)Nc3ccccc3N3CCOCC3)cc2)cs1,4,3.5,16,11,-5,-1,-11,-8,5

# A stretch taken from the entries so far, as a working copy:
SMILES,CHRM4 antagonist,M1 ag parental,M4 ag,M1 PAM parental,CHO-K1 Ca antag,CHRM5 agonist,CHRM4 PAM,CHRM5 PAM,M5 antag
C=CCOc1ccccc1OCC(O)CNC(C)C (configuration not stated),-1,0.4,0,12,-2,0,-2,-3,1
Cc1ccc(S(=O)(=O)C(C#N)c2nc3ccccc3nc2N2CCC(C)CC2)cc1 (configuration not stated),2,-0.3,1,1,13,-1,-10,-5,3
O=C(O)c1cc(S(=O)(=O)Nc2ccccc2Cc2ccccc2)ccc1Cl,8,-0.2,0,-11,-11,-2,-2,-1,5
O=C1CS(=O)(=O)N(Cc2cccc(F)c2)c2ccc(Br)cc21,-3,1.0,1,8,-13,1,8,-5,13
Cc1nc(COc2ccc(C(=O)Nc3ccccc3N3CCOCC3)cc2)cs1,4,3.5,16,11,-5,-1,-11,-8,5

# Three records picked at random from those above, as already listed:
SMILES,CHRM4 antagonist,M1 ag parental,M4 ag,M1 PAM parental,CHO-K1 Ca antag,CHRM5 agonist,CHRM4 PAM,CHRM5 PAM,M5 antag
Cn1c(C(=O)NCCc2ccsc2)cc2c(=O)n(C)c3ccccc3c21,-5,4.8,18,10,-2,3,-7,-11,2
Cc1ccc(S(=O)(=O)C(C#N)c2nc3ccccc3nc2N2CCC(C)CC2)cc1 (configuration not stated),2,-0.3,1,1,13,-1,-10,-5,3
Cc1cccc(C2=NN(c3ccc(Br)cc3)[C@@H](C(=O)N3CCOC3=O)[C@@H]2C)c1,-5,-0.3,-1,-7,-11,-1,-6,-7,1

# Following part
SMILES,CHRM4 antagonist,M1 ag parental,M4 ag,M1 PAM parental,CHO-K1 Ca antag,CHRM5 agonist,CHRM4 PAM,CHRM5 PAM,M5 antag
CN1CCN(C(=S)SCc2nc(N)nc(Nc3ccc(F)cc3)n2)CC1,4,2.0,4,16,-5,1,0,-5,6
O=C(NC(=O)c1ccccc1F)OCc1ccc(Cl)cc1Cl,-8,1.6,3,20,-10,-9,-7,-4,7
O=C(COc1ccc(Cl)cc1Cl)Nc1cccc(-c2ccc(N3CCOCC3)nn2)c1,-5,1.1,1,-8,-1,2,3,2,4
COc1cccc(OCCCCCCN2CCOCC2)c1,14,0.0,1,9,1,-4,-8,-7,2
O=C(NCCN1C(=O)S/C(=C\c2ccc(F)cc2)C1=O)C1CCN(S(=O)(=O)c2cccs2)CC1,14,2.9,2,-1,14,3,-4,-3,0
CCCCN1CC(N2CCN(Cc3ccccc3)CC2)CS1(=O)=O (configuration not stated),-18,2.1,3,-8,5,2,-6,-6,-4
CC(C)(CNC(=O)c1cc([N+](=O)[O-])ccc1N1CCC(Cc2ccccc2)CC1)N1CCOCC1,-3,0.5,2,9,-16,-3,7,-3,17
CC(=O)Nc1ccc(S(=O)(=O)N(C)CC(=O)OCC(=O)NC(C)C23CC4CC(CC(C4)C2)C3)cc1 (configuration not stated),3,2.8,4,21,-10,1,-7,-3,6
CN(C)C(CNC(=O)Cc1ccc([N+](=O)[O-])cc1)c1ccccc1 (configuration not stated),-6,0.7,0,14,-17,-4,7,6,-4
Cc1ccccc1OCc1nnc(SCC(=O)O)n1Cc1ccccc1,-4,-0.1,1,-10,1,-4,4,7,-2
COc1cccc(CC(NC(C)=O)C(=O)NC2CCN(C(=O)c3ccc(Cl)cc3)CC2)c1 (configuration not stated),3,2.2,2,6,-12,-1,-1,-1,1
c1ccc(CNc2nc(-c3ccccn3)nc3ccccc23)cc1,-7,2.1,9,-10,0,2,10,2,-7
C[C@H](CO)N1C[C@H](C)[C@@H](CN(C)CC2CCCCC2)Oc2ccc(NS(C)(=O)=O)cc2C1=O,-1,0.0,-1,-4,-5,-1,-3,0,17
O=C(Cc1ccc(F)cc1)N1CCN=C1SCc1ccc([N+](=O)[O-])cc1,6,1.4,-1,10,6,-5,-9,-10,10
CCC(N1CCOC1=O)S(=O)(=O)c1ccc(C)cc1 (configuration not stated),5,0.1,0,4,-8,-3,2,6,-7
CC1CN(S(=O)(=O)c2ccc(F)cc2)C(C)N1C(=O)N1CCOCC1 (configuration not stated),4,0.9,1,5,-3,-3,-13,2,3
Cc1ccc(S(=O)(=O)N(C)c2ccc(C(=O)O)cc2)cc1,2,0.7,1,9,3,1,5,0,3
COc1ccc(Br)c(C(=O)N(C)CC(=O)Nc2ccc(N3CCOCC3)cc2)c1,-3,0.3,2,2,6,3,6,5,-2
O=C(NCC1CC1)c1cc([N+](=O)[O-])cc([N+](=O)[O-])c1,1,7.2,1,0,-6,-2,3,4,-11
COc1ccc2cc(C(c3nnnn3CCc3ccccc3)N3CCC(O)CC3)c(=O)[nH]c2c1 (configuration not stated),0,0.8,2,17,-3,-1,5,0,1
COc1ccc(CNCCC(c2ccccc2)C2CCOC(C)(C)C2)cc1 (configuration not stated),-3,2.7,8,6,-4,-1,1,10,3
Cc1ccc(NC(=O)COC(=O)CNC(=O)c2cccc([N+](=O)[O-])c2)cc1S(=O)(=O)N1CCCCCC1,3,8.1,22,4,17,1,-32,-15,11
O=C(O)c1ccc(CSc2nnc(-c3ccco3)n2-c2ccccc2)cc1,4,-0.4,1,-14,20,3,0,8,-12
COc1cccc(NC(=O)Nc2ccc3c(c2)nc(C)n3C)c1,0,0.3,1,21,1,-2,-2,-7,6
O=C(CSc1nnc(SCc2ccccc2)s1)N/N=C/C=C\c1ccco1,5,16*,1,17,9,-3,3,-7,10

# Remaining list, next part:
SMILES,CHRM4 antagonist,M1 ag parental,M4 ag,M1 PAM parental,CHO-K1 Ca antag,CHRM5 agonist,CHRM4 PAM,CHRM5 PAM,M5 antag
O=C(OCC(=O)N1CCN(Cc2ccccc2)CC1)c1ccc(Cl)cc1,1,11,2,-5,3,1,6,-4,3
Cc1ccccc1NCCC(=O)Nc1ccc(Cl)cc1,10,0.9,2,-3,-13,-2,-7,-2,5
CC1(C(=O)NCc2cccc3ccccc23)CCN1C(=O)Cc1ccc(-c2ccccc2)cc1 (configuration not stated),21,6.7,11,10,1,1,-6,-9,14
CCN(CC)c1nc(C#N)nc(N(CC)CC)n1,-2,0.6,0,21,-9,-2,10,7,3
COc1ccc(NC(=O)CSc2nncc(=O)n2N)cc1OC,-1,1.2,1,0,-5,-4,13,-2,-5
COc1ccc(NC(=O)CSc2c3c(nc4cc(Cl)ccc24)CCCC3)cc1OC,1,1.3,3,-11,10,1,-4,-6,7
COc1ccc(CCN(C)C(=O)C2CCN(Cc3cccc(OC)c3OC)CC2)cc1OC,2,0.9,1,16,-2,-2,-1,1,4
O=C(Cc1n[nH]c(=O)c2ccccc12)Nc1cc(Cl)ccc1-n1cncn1,1,1.6,1,13,3,2,-1,-1,3
COc1ccc(CNC(=O)CCSc2nc(-c3ccc4c(c3)OCO4)cc(C(F)(F)F)n2)cc1,-2,0.1,2,19,-10,-5,-4,-6,5
Cc1n[nH]c(=O)nc1N1CCc2ccccc2C1,15,-0.1,-1,5,-7,1,-2,6,-7
Cc1ccc(S(=O)(=O)N2CCN(C(=O)c3ccc(N4CCC(C)CC4)c([N+](=O)[O-])c3)CC2)cc1,9,0.2,0,14,-18,-2,-7,-2,0
COc1cccc(CNc2nc3cc(-c4ccc(OC)c(OC)c4)sc3c(=O)n2C)c1,5,0.5,0,7,5,-1,3,-1,5
CC12CCC(=O)N1C(C(=O)OCC(=O)Nc1cccc(Br)c1)CS2 (configuration not stated),-5,3.8,7,15,-16,4,0,3,5
Nc1nc(-c2cccs2)c(-c2cccs2)s1,-3,-0.3,1,9,-13,-3,-3,-2,14
COc1cc(SC)ccc1C(=O)Nc1c(Cl)cncc1Cl,0,-0.4,0,19,-3,-3,1,5,5
